Screening results (PubChem BioAssay)
CHRM5 PAM: human M5 muscarinic receptor positive allosteric modulators, primary screen, CHO-K1 cells, Fluo-8 calcium fluorescence; CHO-K1 hM5, ACh EC20 PAM; 0% = ACh EC20, 100% = ACh EC100; activation, % at 3 µM; 360,000 compounds, 0.3% hits; AID 624038, 2012;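 active means activation above the run cutoff, the mean activation of all test compounds plus 3 SD, cut at about 18% in these data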
Target sequence (P08912 whole entry, looked up): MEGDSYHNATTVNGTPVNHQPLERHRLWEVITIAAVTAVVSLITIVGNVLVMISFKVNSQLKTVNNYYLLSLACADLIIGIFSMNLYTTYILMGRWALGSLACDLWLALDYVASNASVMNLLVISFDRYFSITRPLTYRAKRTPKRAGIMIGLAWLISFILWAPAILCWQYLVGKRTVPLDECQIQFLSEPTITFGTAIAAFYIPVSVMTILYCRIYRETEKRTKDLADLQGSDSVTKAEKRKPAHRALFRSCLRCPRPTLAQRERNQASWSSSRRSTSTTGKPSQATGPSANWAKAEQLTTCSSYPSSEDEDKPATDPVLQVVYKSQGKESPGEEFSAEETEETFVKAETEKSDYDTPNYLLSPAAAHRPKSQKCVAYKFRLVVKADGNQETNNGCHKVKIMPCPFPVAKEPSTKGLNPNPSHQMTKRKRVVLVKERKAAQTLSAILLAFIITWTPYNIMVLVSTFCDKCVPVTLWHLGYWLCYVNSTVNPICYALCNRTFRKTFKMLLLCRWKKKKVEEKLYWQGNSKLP
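System: CHO-K1 hM5 cells. Reagent: acetylcholine, EC20 level. Compound dosing: single dose, 3 µM nominal final test concentration. Timing: Post-acetylcholine fluorescence recording 140 s. Detection: Fluo-8 calcium fluorescence. Read-out: % activation, ACh-normalized. Benchmarks: ACh EC20 and EC100 wells. Repeats: singlicate, one well per test compound.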
CHRM4 antagonist: human M4 muscarinic receptor antagonists, primary screen, CHO cells, Fluo-8 calcium fluorescence. CHO-hM4 cells, ACh EC80. 360,000 compounds, 0.73% hits. inhibition, % at 3 µM. Muscarinic acetylcholine receptor M4 (Homo sapiens), P08173;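 active means inhibition above its plate's cutoff, the mean inhibition of sample wells plus 3 SD, cut at about 27% in these data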;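 further: 0% = acetylcholine EC80 with DMSO and 100% = DMSO without agonist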
Target sequence (P08173 whole entry, looked up): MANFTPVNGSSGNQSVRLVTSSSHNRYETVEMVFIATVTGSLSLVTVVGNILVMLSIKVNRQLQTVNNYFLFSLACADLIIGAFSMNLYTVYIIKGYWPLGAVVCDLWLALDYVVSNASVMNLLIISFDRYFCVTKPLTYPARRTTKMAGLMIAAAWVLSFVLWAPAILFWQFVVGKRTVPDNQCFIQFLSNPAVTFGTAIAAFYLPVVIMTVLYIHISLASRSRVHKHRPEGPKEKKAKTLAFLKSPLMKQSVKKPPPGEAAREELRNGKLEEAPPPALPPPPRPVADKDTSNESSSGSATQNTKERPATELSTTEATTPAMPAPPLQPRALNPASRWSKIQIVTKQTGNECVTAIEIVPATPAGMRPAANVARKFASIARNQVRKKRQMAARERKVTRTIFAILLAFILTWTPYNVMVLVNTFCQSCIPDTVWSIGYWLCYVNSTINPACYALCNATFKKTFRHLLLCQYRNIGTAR
CHRM4 agonist: human M4 muscarinic receptor agonists, primary screen, CHO-K1 cells, Fluo-8 calcium fluorescence | activation, % at 3 µM | CHO-K1 hM4/Gqi5; vehicle 0%, full acetylcholine response 100% | Muscarinic acetylcholine receptor M4 (Homo sapiens), P08173 | 360,000 compounds, 0.14% hits | AID 624127, 2012;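 active means activation above the run mean over all test wells plus 3 SD, cut at about 32% in these data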;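 further: peak over basal fluorescence ratio per well then scaled between controls; 0% = DMSO wells and 100% = acetylcholine at EC100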
CHRM4 PAM: human M4 muscarinic receptor positive allosteric modulators, primary screen, CHO-K1 cells, Fluo-8 calcium fluorescence; CHO-K1 hM4/Gqi5, ACh EC20; 0% = ACh EC20, 100% = maximal ACh; activation, % at 3 µM; 360,000 compounds, 0.4% hits; AID 624126, 2012;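 active means activation above its plate's cutoff, the mean activation of sample wells plus 3 SD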; further: some results filed as inactive read as strong as hits
CHO-K1 Ca antag: nonselective inhibitor or artifact in parental CHO-K1 cells | ATP-induced calcium, Fluo-8 fluorescence | inhibition, % at 3 µM | 360,000 compounds, 0.6% hits;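 active means inhibition above a per-plate cutoff, the plate's mean sample inhibition plus 3 SD, cut at about 24% in these data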;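 further: 0% = DMSO plus EC80 ATP and 100% = DMSO alone without ATP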
M5 ag: human M5 muscarinic receptor agonists, primary screen, CHO-K1 cells, Fluo-8 calcium fluorescence | Muscarinic acetylcholine receptor M5 (Homo sapiens), P08912 | CHO-K1 hM5 cells; 0% DMSO wells, 100% maximal acetylcholine response | activation, % at 3 µM | 360,000 compounds, 0.19% hits | AID 624037, 2012;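 active means activation above the run's mean over test compounds plus 3 SD, cut at about 23% in these data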;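 further: signal is peak over basal fluorescence ratio across the kinetic read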
M1 ag parental: counter-screen for M1 agonists: effect in parental CHO-K1 cells | Fluo-8 calcium fluorescence; scaled to maximal ATP response, vehicle zero | activation, % at 3 µM | 360,000 compounds, 0.48% hits | AID 602248, 2012; in the data active means activation above about 15%;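 further: untransfected CHO-K1 host cells lacking M1 receptor as counterscreen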
M5 antag: human M5 muscarinic receptor antagonists, primary screen, CHO cells, Fluo-8 calcium fluorescence; CHO-hM5 cells, ACh EC80; 360,000 compounds, 0.59% hits; inhibition, % at 3 µM; Muscarinic acetylcholine receptor M5 (Homo sapiens), P08912;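 active means inhibition above a per-plate cutoff, the mean of that plate's test compounds plus 3 SD, cut at about 27% in these data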;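 further: 0% = acetylcholine EC80 with DMSO and 100% = DMSO without agonist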
M1 PAM parental: nonselective calcium activators in parental CHO-K1 cells, primary screen, counter-screen for M1 PAM project, cell-based, Fluo-8 calcium fluorescence, full deck, 1536-well. ATP EC20; 0% at ATP EC20, 100% at ATP max. activation, % at 3 µM. 360,000 compounds, 0.02% hits. AID 602247, 2012;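 active means activation above the run cutoff, the mean activation of all test compounds plus 3 SD, cut at about 40% in these data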;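 further: peak over basal fluorescence ratio in a 140 s read after ATP addition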
* marks the source's active call; other numbers are inactive results. Rows are unselected; any-hit rate near 2.7%.

SMILES	CHRM5 PAM	CHRM4 antagonist	CHRM4 agonist	CHRM4 PAM	CHO-K1 Ca antag	M5 ag	M1 ag parental	M5 antag	M1 PAM parental
COc1cc(OC)cc(-c2cc(N3C(=O)Nc4ccccc4N3O)n[nH]2)c1	-8	-3	0	4	-9	0	-0.1	7	28
CCc1nc(SCC(=O)c2cc(C)ccc2C)n[nH]1	14	4	0	7	5	3	-0.2	-9	4
COC(=O)c1c(C)oc2ccc(N(C(=O)c3ccncc3)S(=O)(=O)c3ccc4ccccc4c3)cc12	-15	33*	7	-10	15	1	5.8	25	-6
Cc1ccc(NC(=O)C(=O)NCc2ccc(/C=C(/C#N)C(=O)NCc3cccnc3)o2)cc1	2	-5	2	4	4	0	-0.5	2	-8
O=C(CO/N=C/c1ccccc1Cl)N1CCCc2ccccc21	-2	-8	2	4	-19	-7	1.8	2	30
O=C(NCC1CC1)C1Cc2c(-c3ccccc3Oc3ccccc3)ccnc2O1 (centres undefined)	-2	-13	1	4	-16	0	0.9	-2	18
Cc1ccc(S(=O)(=O)N2CCN(C(=O)Cn3c(=O)cnc4ccccc43)CC2)c(C)c1	-8	5	13	3	-13	4	6.4	7	-3
CC(C)CC(NC(=O)CC12CC3CC(CC(C3)C1)C2)C(=O)NC1=NCCS1 (centres undefined)	-5	1	1	-3	-6	1	0.4	8	17
CC(=O)Nc1ccc(NS(=O)(=O)c2ccc(C)cc2)c([N+](=O)[O-])c1	10	2	0	5	3	3	0.1	11	1
COC(=O)C1=C(C)OC(N)=C(C#N)C1c1ccc(OC)c(OC)c1OC (centres undefined)	1	3	0	0	-4	0	0.3	-6	1
O=C(CN1CCN(Cc2ccccc2)CC1)N/N=C/c1ccccc1F	-7	0	1	-7	-10	0	0.1	6	21
Cc1cc(NC(=O)CSc2nnc(-c3ccoc3C)o2)no1	1	0	1	16	-6	0	0.7	0	11
CN1CCN(C(=O)CNC(=O)C23CC4CC(CC(C4)C2)C3)CC1	0	11	0	5	-9	0	0.2	13	2
CSc1ccccc1NC(=O)Cn1nnc(-c2ccc(S(C)(=O)=O)cc2)n1	6	-7	1	19	-4	-4	0.8	0	12
COCCCn1c(SCC(=O)N2CCOCC2)nnc1-c1ccco1	-9	-1	2	-9	-8	-3	0.6	21	2
COc1ccc(NC(=O)C2CCN(S(=O)(=O)c3cccc4cccnc34)CC2)cc1OC	-5	-12	8	9	-16	2	2.8	-1	30
CC1=CC(C/C(C)=C/COc2ccc3ccc(=O)oc3c2)OC1=O (centres undefined)	-2	-15	9	35*	-1	1	1.3	7	0
Cc1cc(C)c(OCC(=O)Nc2nnn(C)n2)c(Br)c1	-4	2	1	-7	8	-3	-0.2	11	-4
O=C1/C(=C/c2ccncc2)SC(=S)N1C1CCS(=O)(=O)C1 (centres undefined)	5	-10	1	8	12	-8	0.5	5	10
CN(Cc1ccccc1NS(=O)(=O)c1ccc(Cl)cc1)C1CCCCC1	4	-5	2	-7	-17	-8	0.7	4	4
CCOC(=O)C(C)NC(=O)Cn1ncc2c(=O)oc3ccc(C)cc3c21 (centres undefined)	3	3	1	8	-10	-2	2.1	-1	19
CCS(=O)(=O)N1CCN=C1SCc1cccc(F)c1	-1	0	1	3	-14	-5	1.3	6	19
C[C@@H]1CCCCO[C@@H](CN(C)Cc2ccc(Cl)c(Cl)c2)[C@@H](C)CN([C@H](C)CO)C(=O)c2cc(NC(=O)CCC(F)(F)F)ccc2O1	4	-12	-1	6	-15	-1	0.8	-6	19
CCOc1ccc(/C=N/NC(=O)c2ccncc2)cc1OC	-3	0	1	3	6	-1	0.0	6	-10
COc1ccc(CNC(=O)CCn2cccc2)cc1	4	-8	1	0	-7	-3	0.2	-3	15
Cc1nc(NC(=S)NC(=O)c2cccs2)ccc1Br	-10	3	1	2	0	-4	0.1	15	-3
C/C(=N\n1cnnc1)c1ccc(C#N)cc1	9	-11	2	4	-11	-1	0.9	3	12
Cc1nc2scc(-c3ccccc3)c2c(=O)n1/N=C/c1ccco1	-10	0	1	11	-3	1	0.8	12	6
COc1cccc(C(C(=O)NC2CCCC2)N(C(=O)CNC(=O)c2ccco2)c2cccnc2)c1 (centres undefined)	2	7	0	-3	-11	-1	4.5	4	-5
CCc1nnc(NS(=O)(=O)c2ccc(NC(=S)NC(=O)c3cccs3)cc2)s1	17	-2	0	13	-12	0	-0.1	1	19
CC1(C)CC2CC(C)(CN2/C=N/c2sc3c(c2C#N)CC(C)(C)NC3(C)C)C1 (centres undefined)	-3	1	1	-10	-6	3	1.5	7	12
COC(=O)c1cc(C(=O)OC)[nH]n1	-5	3	3	5	-10	2	0.5	10	22
CCN1CCN(C(=O)CCc2nnc(CCc3ccc(OC)cc3)o2)[C@@H](C)C1=O	4	0	1	6	-2	-4	0.8	4	16
CCSC1=N/C(=C\C=C2/Oc3ccccc3N2CC)C(=O)S1	-8	-8	2	-3	-4	0	6.8	16	17
O=C(NCC(=O)N(c1cccnc1)C(C(=O)NC1CCCC1)c1cccs1)c1ccco1 (centres undefined)	-10	3	1	-6	-7	2	-0.5	-1	2
O=C(Nc1ccc2c(c1)oc1ccccc12)c1ccncc1	15	18	5	4	1	-2	0.7	-9	1

The list goes on, overlapping the part above by three compounds.
SMILES	CHRM5 PAM	CHRM4 antagonist	CHRM4 agonist	CHRM4 PAM	CHO-K1 Ca antag	M5 ag	M1 ag parental	M5 antag	M1 PAM parental
CCSC1=N/C(=C\C=C2/Oc3ccccc3N2CC)C(=O)S1	-8	-8	2	-3	-4	0	6.8	16	17
O=C(NCC(=O)N(c1cccnc1)C(C(=O)NC1CCCC1)c1cccs1)c1ccco1 (centres undefined)	-10	3	1	-6	-7	2	-0.5	-1	2
O=C(Nc1ccc2c(c1)oc1ccccc12)c1ccncc1	15	18	5	4	1	-2	0.7	-9	1
Cc1ccc(N2CCN(S(=O)(=O)N3CCOCC3)CC2)cc1C	-5	-7	2	1	0	-4	0.2	-5	1
CC(Sc1nnc(C2CC2)n1C1CC1)C(=O)Nc1ccccc1C#N (centres undefined)	2	2	2	5	-14	1	0.4	16	11
Cc1cc(C)c(S(N)(=O)=O)c(C)c1-n1cnnn1	-6	7	2	5	-9	-2	1.5	-3	5
O=C(Nc1ccc(Cl)cc1)c1ccc(OCC2CCCO2)cc1 (centres undefined)	-5	-7	7	-4	9	0	26*	8	2
CCOC(=O)/C=C/COc1ccccc1[N+](=O)[O-]	3	0	0	-6	1	-2	-0.3	9	-12
CC(=O)Nc1ccc(OCC(=O)NCc2ccc3c(c2)OCO3)cc1	-4	-9	9	-1	-3	-2	3.2	17	11
Cc1ccsc1/C=N/n1cnnc1	-5	13	0	-1	10	-2	-0.3	11	-14
CC(C)Cn1c(-c2ccco2)csc1=Nc1cccnc1	8	-5	0	4	0	-8	0.4	8	18
Nc1ccc(C(=O)Nc2ccccc2C(=O)O)cc1	7	8	-1	-1	3	1	-0.4	-4	-6
CCN(CC(=O)Nc1ccc(C)c(F)c1)CC(=O)NC(C)(C)C	2	1	1	1	7	-1	0.6	-3	-7
CC(C)Oc1ccc(/C=N/NC(=O)c2nnn(-c3nonc3N)c2CN(C)C2CCCCC2)cc1	1	0	1	1	-10	4	0.3	-7	-6
O=C(O)CSCc1cn2cc(Cl)ccc2n1	3	18	0	0	-4	-2	0.1	-6	10

Overlap with the part before: 7 compounds, followed by the next part.
SMILES	CHRM5 PAM	CHRM4 antagonist	CHRM4 agonist	CHRM4 PAM	CHO-K1 Ca antag	M5 ag	M1 ag parental	M5 antag	M1 PAM parental
CC(=O)Nc1ccc(OCC(=O)NCc2ccc3c(c2)OCO3)cc1	-4	-9	9	-1	-3	-2	3.2	17	11
Cc1ccsc1/C=N/n1cnnc1	-5	13	0	-1	10	-2	-0.3	11	-14
CC(C)Cn1c(-c2ccco2)csc1=Nc1cccnc1	8	-5	0	4	0	-8	0.4	8	18
Nc1ccc(C(=O)Nc2ccccc2C(=O)O)cc1	7	8	-1	-1	3	1	-0.4	-4	-6
CCN(CC(=O)Nc1ccc(C)c(F)c1)CC(=O)NC(C)(C)C	2	1	1	1	7	-1	0.6	-3	-7
CC(C)Oc1ccc(/C=N/NC(=O)c2nnn(-c3nonc3N)c2CN(C)C2CCCCC2)cc1	1	0	1	1	-10	4	0.3	-7	-6
O=C(O)CSCc1cn2cc(Cl)ccc2n1	3	18	0	0	-4	-2	0.1	-6	10
Cc1c(C#N)c(N=CN(C)C)c(C(=O)c2ccc(Br)cc2)n1-c1ccccc1	-1	-3	0	2	-10	-3	0.4	4	8
Cn1c(=O)c(=O)n(C)c2cc(S(=O)(=O)NCCOc3ccccc3Cl)ccc21	4	-12	1	9	2	-1	1.3	2	23
Cc1cc2c(Nc3ccc(C(=O)O)cc3)ncnc2s1	-9	-1	0	-6	7	7	-0.6	-14	9
Nc1c(C(=O)c2cccs2)oc2ccccc12	-1	14	-1	5	8	0	0.1	3	-2
CC(C)(C)S(=O)N1Cc2cc(C(=O)NCC(F)(F)F)nc(-c3cccc(-c4cccc(F)c4)c3)c2[C@H]1CCO (some centres undefined)	-19	13	26	-18	17	8	6.8	18	8
CC(=O)NC12CC3CC(C1)CC(C(=O)N1CCN(S(=O)(=O)c4cccc(F)c4)CC1)(C3)C2	-5	-1	2	3	-8	-4	0.7	8	2
CS(=O)(=O)c1ccc(NCCc2ccc(S(N)(=O)=O)cc2)c([N+](=O)[O-])c1	1	-15	1	7	-18	-3	1.2	5	20
O=C(NC1CCN(C(=O)NCc2ccccc2)CC1)c1ccc(F)cc1	13	-16	2	3	-20	-2	0.6	-9	28
